# CF NFkB block: blocks PAF-induced NF-kB reporter in cystic fibrosis cells. hit rate 0.86% among 360,000. inhibition, % at 5 µM. AID 588850. KKLEB NF-kB-GFP reporter, GFP fluorescence overnight;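 active = at least 50% inhibition at 5 µM, scaled per plate between neutral and stimulator controls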;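 note: PAF is a Pseudomonas aeruginosa culture filtrate used as stimulus; plate controls were PAF-stimulated DMSO wells for no effect and unstimulated DMSO wells for full effect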
# Shn3 3UTR inh: inhibitors of Schnurri-3 3'UTR reporter in osteoblasts | Clone20 osteoblast Shn3 3'UTR firefly luciferase, 24 h | inhibition, % at 12.5 µM | hit rate 0.52% among 360,000;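 active = mean inhibition of at least 75% with every replicate also reaching 75%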;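 note: 0% = median of neutral control wells and 100% = pilot-screen positive control compound; some compounds past the cut are filed as inactive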
# KKLEB cytotox: counter-screen for CF NF-kB inhibitors: cytotoxicity. activity change (cytotoxicity), % at 5 µM. hit rate 0.36% among 360,000. KKLEB CF airway cells viability, ATPlite luminescence, overnight; stronger effect = lower value; cells stimulated with P. aeruginosa culture filtrate. AID 602141;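 active = corrected activity change at or below -50% at 5 µM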
# TWEAK Fn14 block: inhibitors of TWEAK-Fn14 interaction signaling | TWEAK-stimulated Fn14 reporter cells, luciferase luminescence, 8 h | inhibition, % at 10 µM | hit rate 2% among 360,000; in the data active = inhibition above about 50%
# LMP1 NFkB inh: reduces LMP1-driven NF-kappaB luciferase signal. LMP1-induced NF-kappaB luciferase reporter cells, luminescence. inhibition, % at 12.5 µM. hit rate 0.69% among 350,000; in the data active = inhibition above about 41%;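 note: 0% = neutral control wells and 100% = reference inhibitor control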
# NCOA3 inh: inhibits human SRC3 coactivator; HEK293 GAL4-SRC3 luciferase reporter, luminescence; inhibition, % at 3.6 µM; hit rate 0.17% among 360,000;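 active = inhibition above a per-campaign cutoff, the mean of all compounds plus 3 SD, cut at about 60% in these data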;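 note: 0% = DMSO-treated cells and 100% = gossypol-treated cells at 36 µM; higher means less SRC3-driven luciferase light from the GAL4 reporter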
# NR2F2 inh: NR2F2 (human) inhibition, primary screen; AID 686940; inhibition, % at 8.6 µM; P24468; HEK293T NGFI-A luciferase reporter, luminescence; hit rate 0.7% among 370,000;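 active = inhibition above a per-plate cutoff, mean inhibition of test wells between control levels plus 3 SD, cut at about 38% in these data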;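 note: cells cotransfected with COUP-TFII expression vector driving the NGFI-A reporter; 0% = median of COUP-TF2 test wells and 100% = reporter-only cells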
# Target sequence (P24468 whole entry, looked up): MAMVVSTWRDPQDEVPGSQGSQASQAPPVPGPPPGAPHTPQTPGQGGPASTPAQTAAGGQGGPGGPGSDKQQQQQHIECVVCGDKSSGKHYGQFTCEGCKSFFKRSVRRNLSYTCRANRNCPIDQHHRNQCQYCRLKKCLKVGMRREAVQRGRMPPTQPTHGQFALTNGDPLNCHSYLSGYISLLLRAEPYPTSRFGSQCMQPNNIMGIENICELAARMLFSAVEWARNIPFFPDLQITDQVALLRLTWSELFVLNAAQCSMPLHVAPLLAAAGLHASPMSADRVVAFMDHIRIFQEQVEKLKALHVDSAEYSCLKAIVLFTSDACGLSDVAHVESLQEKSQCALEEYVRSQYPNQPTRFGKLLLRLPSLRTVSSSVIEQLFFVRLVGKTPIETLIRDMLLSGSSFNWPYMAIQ
# C8 TRAIL sens: sensitizes caspase-8 expressing cells to TRAIL | hit rate 1% among 360,000 | inhibition (viability loss, TRAIL sensitization), % at 10 µM | NB7+C8 cells + TRAIL, ATPlite viability luminescence;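 active = compounds causing at least 50% loss of cell viability in the single-dose screen, relative to plate controls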
# SRC1 inh: human NCOA1 inhibition | Q15788 | HEK293 GAL4-SRC1 luciferase reporter, luminescence | inhibition, % at 3.6 µM | hit rate 0.12% among 360,000;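 active = inhibition above the campaign mean plus 3 SD, with each screening campaign given its own cutoff, cut at about 60% in these data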;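 note: 0% = DMSO treated cells and 100% = gossypol at 36 µM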
# LRH-1 inv ag: suppresses constitutive activity of human LRH-1. HEK293T StAR-luciferase reporter, LRH-1 transfected, 24 h. inhibition, % at 3.6 µM. hit rate 0.13% among 360,000;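 active = inhibition above the mean inhibition of all tested compounds plus 3 SD, cut at about 73% in these data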;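 note: 0% = DMSO wells and 100% = reporter-only cells lacking LRH-1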
# Target sequence (O00482 whole entry, looked up): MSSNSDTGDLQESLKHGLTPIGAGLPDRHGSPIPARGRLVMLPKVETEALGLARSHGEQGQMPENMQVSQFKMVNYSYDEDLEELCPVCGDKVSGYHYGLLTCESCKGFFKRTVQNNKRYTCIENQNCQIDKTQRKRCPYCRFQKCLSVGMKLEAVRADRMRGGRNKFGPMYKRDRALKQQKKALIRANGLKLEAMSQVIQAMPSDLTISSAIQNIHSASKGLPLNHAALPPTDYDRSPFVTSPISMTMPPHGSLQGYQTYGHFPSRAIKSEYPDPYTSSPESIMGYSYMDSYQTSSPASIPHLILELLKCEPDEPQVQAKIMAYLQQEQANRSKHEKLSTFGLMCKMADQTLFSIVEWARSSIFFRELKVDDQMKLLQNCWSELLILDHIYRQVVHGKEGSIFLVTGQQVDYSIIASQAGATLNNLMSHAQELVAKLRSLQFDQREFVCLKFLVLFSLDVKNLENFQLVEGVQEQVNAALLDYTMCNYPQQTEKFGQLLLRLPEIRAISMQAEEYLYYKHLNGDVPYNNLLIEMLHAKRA
# TROY signal inh: TROY signaling inhibition; hit rate 0.98% among 360,000; inhibition, % at 10 µM; AID 1347056; Q293 LMP1-TROYcd NF-kB luciferase reporter, 4 h;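 active = compounds whose plate-normalised and pattern-corrected inhibition of the luciferase reporter signal at the single screening dose is 50% or more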
# Numbers without * were called inactive; nt = not tested or not shown.
SMILES,CF NFkB block,Shn3 3UTR inh,KKLEB cytotox,TWEAK Fn14 block,LMP1 NFkB inh,NCOA3 inh,NR2F2 inh,C8 TRAIL sens,SRC1 inh,LRH-1 inv ag,TROY signal inh
O=C(Nc1nccs1)c1cc2sccc2n1Cc1ccc(Cl)cc1,-10,12,-10,-62,-11,4,0,-5,7,-5,-19
FC(F)(F)c1cccc(NC(=S)N2CCCCCC2)c1,14,-2,-2,9,-4,12,4,5,-2,8,14
COc1ccc(NS(=O)(=O)c2cc3c4c(c2)CCN4C(=O)CC3)c(OC)c1,-33,2,14,9,-10,-5,-47,-20,-22,-11,-5
CCOC(=O)N(C)c1c(CC)nc2c(OCCOc3ccccc3)cccn12,-11,3,5,-12,nt,11,13,-11,-18,-10,-17
CNC(=O)C1CN(C(=O)c2cccc(S(=O)(=O)N3CCc4ccccc43)c2)c2ccccc2O1 (stereo not given),0,-30,-4,11,8,-9,0,-4,12,19,-4
CCOC(=O)N1CCN(c2c(NCc3ccccc3OC)c(=O)c2=O)CC1,-19,-11,14,-23,2,1,-16,10,8,9,1
COC(=O)c1cccc(NC(=O)c2nn(C(C)C)c(=O)c3ccccc23)c1,-11,62,0,5,7,2,-16,14,9,21,6
O=C(c1ccc(Cn2c(=O)[nH]c3ccccc3c2=O)cc1)N1CCN(c2ccc(F)cc2)CC1,-8,34,-4,22,3,-5,6,8,0,16,15
O=C(OCc1nnc(-c2ccc(Cl)cc2)o1)C12CC3CC(CC(O)(C3)C1)C2,-21,-57,5,48,-11,-45,-56,6,-53,-38,67*
CC(=O)C1=C(C)NC(SCC(=O)Nc2nccs2)=C(C#N)C1c1ccccc1Cl (stereo not given),-1,65,2,-34,2,14,23,38,22,7,19
O=C1CCCC2=C1C(c1ccc(OS(=O)(=O)c3ccc(Cl)cc3)cc1)C1=C(CCCC1=O)O2,-2,14,-4,-1,-5,-2,15,2,-77,5,-2
NC(=O)C1CCN(C(=O)COc2ccc3ccccc3c2)CC1,6,-8,8,1,4,6,4,10,7,-15,-11
CCn1c(/C=C/c2ccccc2Cl)nc2ccccc2c1=O,1,-20,-5,-9,-11,-34,-38,6,-46,-26,-26
CC(=O)c1cccc(NC(=S)NCCCCc2ccccc2)c1,-2,11,-2,3,-1,4,0,14,0,1,14
CCn1c(CC(=O)Nc2ccccc2)nnc1SCC(=O)Nc1nnc(C)s1,14,12,-16,26,-9,0,9,-1,1,-10,4
COCCCNC(=O)c1cc2cc3cc(OC)ccc3nc2o1,-18,-12,-6,21,-6,10,-17,-2,-14,-21,-2
O=C(CC1(O)C(=O)Nc2ccccc21)c1cccc(Br)c1 (stereo not given),-4,-45,-1,15,-6,14,-16,19,-8,13,8
Cc1ccc(OCC(O)CN2CCC(Cc3ccccc3)CC2)c(C)c1 (stereo not given),4,9,-10,3,-6,2,6,-7,12,38,7
CC(C)Sc1nnc(NC(=O)CCc2ccccc2)s1,-11,-16,5,18,-15,-9,6,-15,-4,-4,-37
Cc1oc(C(C)(C)C)cc1C(=O)N1CCN(C(c2ccccc2)c2ccccc2)CC1,8,9,1,-15,-3,22,11,-1,2,10,2
CCN(CC)C(=O)C1=C(C)N(Cc2ccccc2)C(=O)C(CC(=O)NC(c2ccccc2)c2ccccc2)C1 (stereo not given),-10,9,8,9,3,-12,-13,2,-25,-17,-11
Cc1cccc(OCC(=O)NC2CCCCCC2)c1C,1,10,0,-33,4,-9,-10,8,9,-8,-21
O=C(CCNS(=O)(=O)c1ccc(Br)s1)NCc1ccccc1Cl,7,14,4,5,0,-4,8,-4,12,5,10
O=C(O)C1C2C=CC(C2)C1C(=O)N1CCN(CCO)CC1 (stereo not given),-7,-12,1,2,-2,6,-17,-26,-4,11,-8
N#CC1(c2ccccc2)CCC(=O)N1c1ccccc1 (stereo not given),8,-1,-16,8,-1,18,22,5,-6,-3,-2
CCOc1ccc(C(=O)NCC(=O)NNC(=O)c2ccco2)cc1OCC,-9,1,14,13,-9,-24,7,-3,6,6,10
COc1ccc(C)cc1NC(=O)c1nnn(CCc2ccccc2)c1N,24,0,0,1,5,8,-7,0,-57,0,3
Cc1ccc(/C=C(\NC(=O)c2ccccc2)C(=O)NC(Cc2ccccc2)C(=O)O)cc1 (stereo not given),9,3,-1,0,-2,-1,17,-1,0,1,0
O=C(CSc1nc2ccccc2s1)N1c2ccccc2Sc2ccccc21,18,27,-5,19,4,2,-3,-16,3,-9,2
CCn1c(SCC(=O)N2c3ccccc3Sc3ccccc32)nnc1-c1ccco1,-10,6,-15,-9,-5,15,8,-38,-3,13,-3
O=C(CSc1ccc2ccccc2c1)N1CCN(c2ccc(O)cc2)CC1,-21,-1,16,-53,2,3,-19,-1,4,-19,-9
COc1ccc(/C=C/C(=O)OCn2c(SC)nnc(C)c2=O)cc1OC,-15,1,-14,-18,0,11,-1,6,10,6,-6
S=C(Nc1ccc(Oc2ccccc2)cc1)N1CCN(c2ccccn2)CC1,-10,-9,-4,42,-6,-6,-17,-8,-43,10,42
CCOC(=O)c1nn(-c2ccc(C)cc2)c(=O)cc1OCC(=O)Nc1cc(C)ccc1OC,-2,1,-20,-11,-4,-6,-7,-4,2,8,26
O=C(NN(c1ccccc1)c1ccccc1)c1ccc([N+](=O)[O-])o1,-5,12,9,26,-16,-6,7,11,-1,2,-11
Cc1ccc(CNc2oc(-c3cccs3)nc2C#N)cc1,7,6,-8,-1,-2,6,-7,-8,-6,-10,-36
O=C(CN1CCSCC1)c1c[nH]c2ccccc12,15,-4,8,4,-7,-1,-4,-9,-3,-3,-8
CCOC(=O)[C@]12CCC=C1N(Cc1cccc3ccccc13)C(=O)[C@H](CC(=O)N1CCCC1)C2,nt,nt,nt,-3,nt,nt,16,1,nt,-22,-10
COc1cc(N)c(Cl)cc1C(=O)OCC(=O)N1CCc2ccccc21,-8,-5,-6,-21,-2,-11,-13,16,2,-18,-23
COC(=O)c1[nH]c2ccccc2c1NC(=O)CN1CCC(C(N)=O)(N2CCCCC2)CC1,2,-4,2,16,0,0,9,4,-2,9,-7
COC(C[C@H]1O[C@H]1C(=O)[C@H](C)OCc1ccccc1)OC,-27,-7,12,19,3,-8,5,-4,3,2,-25
O=C(OCC(=O)c1c[nH]c2ccccc12)c1cc(S(=O)(=O)N2CCOCC2)ccc1F,-2,2,-16,-9,7,5,1,20,-35,0,-8
Cc1onc(-c2ccccc2Cl)c1C(=O)NCCCc1ccccc1,-7,29,-3,-7,-7,-8,-11,-11,0,4,10
CCCCN(CCCC)CC(O)COc1ccccc1Br (stereo not given),-13,17,2,3,3,12,3,17,7,11,7
O=S(=O)(Nc1nc(SCc2ccc(Cl)cc2)n[nH]1)c1ccc(F)cc1,15,nt,2,-13,-4,5,13,13,-27,-20,3
Cc1ccc(-n2c(SCC(N)=O)nc(O)cc2=O)cc1,-8,7,4,0,-2,2,-19,10,-2,6,-4
COc1ccc(-c2csc(N(CCc3ccccc3)C(=O)COc3ccccc3)n2)cc1,-7,-12,-4,-4,-6,2,-2,13,9,-8,-12
CS(=O)(=O)c1ccccc1-c1nc(-c2ccc(C(F)(F)F)cc2)no1,0,-37,2,-25,-5,-23,-10,-8,-16,-11,-36
Cc1ccc(C(C)C)c(OCC(=O)c2c(O)c3ccccc3oc2=O)c1,9,14,-4,15,10,0,6,0,9,12,51*
O=C(NCC1CCCCC1)c1cccc(Br)c1,9,-29,1,3,-16,-12,6,4,-4,-35,-25
CCN1CCN(Cc2c(O)c(Cl)cc3c(C)cc(=O)oc23)CC1,-2,-25,0,7,-4,2,3,1,2,-4,27
CCOC(=O)c1c(NC(=O)CC)sc(C(C)=O)c1C,4,7,-1,-13,0,18,-17,-23,0,5,-16
O=C(NCCC1=CCCCC1)c1cnsn1,-4,-51,4,-29,-18,-28,0,1,-43,-38,-64
O=C(NCCc1nc2ccccc2[nH]1)/C(=C/c1ccco1)NC(=O)c1ccco1,-23,-19,7,9,0,17,10,-12,-22,3,-12
CC(=O)Nc1nonc1NC(=O)COc1ccccc1,-2,21,14,12,2,15,-28,-4,-20,2,-4
OC1CN=C2C=CC=CN2C1 (stereo not given),9,-1,1,-16,-3,-10,4,-10,7,10,11
CC12CCC(C(=O)N(CCC#N)CCC#N)(CC1=O)C2(C)C (stereo not given),-4,-5,0,17,-1,-6,10,-7,-8,2,4
CCOC(=O)C1CCN(Cc2c(O)ccc3ccccc23)CC1,7,13,-4,9,8,1,1,6,-6,-4,2
Cc1cccc2cc(CN(CCCN(C)C)C(=S)NCCc3ccccc3)c(=O)[nH]c12,13,9,1,2,-13,-7,-5,11,-12,-7,8
Cc1cccc(-c2oc3ccccc3c2C#CCCCCO)c1,-30,1,16,-3,-4,10,-16,6,-19,-21,7

# 3 compounds out of the list, arranged by length of the SMILES, ascending:
SMILES,CF NFkB block,Shn3 3UTR inh,KKLEB cytotox,TWEAK Fn14 block,LMP1 NFkB inh,NCOA3 inh,NR2F2 inh,C8 TRAIL sens,SRC1 inh,LRH-1 inv ag,TROY signal inh
CCOC(=O)c1c(NC(=O)CC)sc(C(C)=O)c1C,4,7,-1,-13,0,18,-17,-23,0,5,-16
CCN1CCN(Cc2c(O)c(Cl)cc3c(C)cc(=O)oc23)CC1,-2,-25,0,7,-4,2,3,1,2,-4,27
O=C(NCCc1nc2ccccc2[nH]1)/C(=C/c1ccco1)NC(=O)c1ccco1,-23,-19,7,9,0,17,10,-12,-22,3,-12

# (more compounds)
SMILES,CF NFkB block,Shn3 3UTR inh,KKLEB cytotox,TWEAK Fn14 block,LMP1 NFkB inh,NCOA3 inh,NR2F2 inh,C8 TRAIL sens,SRC1 inh,LRH-1 inv ag,TROY signal inh
COc1cccc(OC)c1C(=O)N=c1sc2cc(S(C)(=O)=O)ccc2n1C,2,-1,0,0,-2,-2,1,-2,-21,0,-7
COc1cccc2sc3cc(NCC[C@@H]4CCCN4C)ccc3c(=O)c12,-111,-79,8,-25,-13,-117,-20,18,-25,-73,-47
CCn1nnnc1NCc1cccn1C,-4,-29,8,8,-1,-17,-3,6,-29,-8,-6
Cc1nc(N)sc1-c1csc(N(C)c2ccc(O)cc2)n1,4,-72,-10,10,-1,-92,15,-6,-65,-22,-6
Cc1ccc(S(=O)(=O)N2CCN(C(=O)CSC3CCCC3)CC2)c(C)c1,4,-3,-2,-11,-7,-9,10,18,-4,-3,6
CC1CCCCN1N=Nc1nc2c([nH]1)c(=O)n(C)c(=O)n2C (stereo not given),14,-53,2,-3,-12,6,-3,2,-2,23,-8
NC(=O)c1nsc(C(=O)N(c2ccccc2)C(C(=O)NC2CCCCC2)c2ccc(O)cc2)c1N (stereo not given),6,6,9,-24,6,-14,-19,-9,-11,-7,-16
CC(=O)NCC1CCCN(C(=O)c2oc3c(F)cccc3c2C)C1 (stereo not given),-10,-10,14,-11,-1,-59,-11,-9,0,-1,-4
COc1ccc(N(CC(=O)Nc2cccc(C(=O)O)c2)S(=O)(=O)c2c(C)noc2C)cc1,11,-8,0,3,-6,2,3,-7,-12,6,-11
Cc1c(NC(=S)NC(=O)c2cc3ccccc3o2)cccc1C(=O)O,-6,-71,16,2,-19,-115,-30,6,-117,-156,-45
CC(=O)c1cccc(NS(=O)(=O)c2c(C)noc2C)c1,8,-3,-3,0,4,8,-9,-10,-3,4,-2

# Source: PubChem (several laboratories)

# This is a subset; rates above refer to the full screens.
